# Screens from PubChem BioAssay.
# PAD4 inh – human PAD4 inhibitors, primary screen, biochemical, fluorescence polarization, 1536-well format; Protein-arginine deiminase type-4 (Homo sapiens), Q9UM07; recombinant PAD4, RCA probe fluorescence polarization; inhibition, % at 6.36 µM; 0.41% of 330,000 active;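 active = percent inhibition above a cutoff equal to the mean of all tested compounds plus 3 SD, cut at about 15% in these data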;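 note: 0% = PAD4 with RCA probe and DMSO and 100% = probe without PAD4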
# Target sequence (Q9UM07 whole entry, looked up): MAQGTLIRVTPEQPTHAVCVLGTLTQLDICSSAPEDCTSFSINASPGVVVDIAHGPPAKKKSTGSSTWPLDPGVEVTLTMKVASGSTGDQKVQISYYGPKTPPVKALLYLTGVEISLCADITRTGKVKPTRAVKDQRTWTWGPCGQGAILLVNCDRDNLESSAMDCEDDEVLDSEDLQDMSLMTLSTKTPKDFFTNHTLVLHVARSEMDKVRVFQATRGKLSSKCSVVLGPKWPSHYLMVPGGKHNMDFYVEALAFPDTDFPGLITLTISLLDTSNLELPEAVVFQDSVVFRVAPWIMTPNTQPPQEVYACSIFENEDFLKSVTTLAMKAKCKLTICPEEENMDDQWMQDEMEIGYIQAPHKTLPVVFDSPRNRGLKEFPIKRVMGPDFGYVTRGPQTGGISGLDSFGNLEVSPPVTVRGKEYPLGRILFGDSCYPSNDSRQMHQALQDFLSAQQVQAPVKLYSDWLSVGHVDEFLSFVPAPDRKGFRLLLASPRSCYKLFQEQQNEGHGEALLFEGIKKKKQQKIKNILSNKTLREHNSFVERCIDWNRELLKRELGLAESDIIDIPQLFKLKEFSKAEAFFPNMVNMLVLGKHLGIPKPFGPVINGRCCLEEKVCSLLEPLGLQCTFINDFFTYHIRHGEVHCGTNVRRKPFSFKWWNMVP
# Fam108B counter – mouse Fam108B serine hydrolase inhibitors, primary screen, counter-screen for RBBP9 inhibitor project, biochemical, fluorescence polarization; recombinant Fam108B, FP-Rh probe fluorescence polarization; inhibition, % at 9.51 µM; 0.33% of 300,000 active; AID 1947, 2009;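 active = inhibition above the screen mean inhibition plus 3 SD, computed separately per campaign, cut at about 18% in these data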;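 note: inhibitors lower polarization as less probe binds the enzyme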
# MCL1 BIM primary – inhibitors of MCL1 binding to BIM-BH3, primary screen, biochemical, fluorescence polarization. Induced myeloid leukemia cell differentiation protein Mcl-1 (Homo sapiens), Q07820. inhibition, % at 10.9 µM. 0.68% of 320,000 active. GST-MCL1 / FITC-Bim-BH3 fluorescence polarization. AID 2057, 2009;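 active = inhibition above the mean inhibition of all tested compounds plus 3 SD, set per campaign, cut at about 40% in these data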;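 note: 0% = DMSO wells and 100% = unlabeled Bim-BH3 peptide control; higher means more loss of mP so more displacement of Bim peptide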
# TPT1 inh – Candida albicans TPT1 enzyme inhibitors, primary screen, biochemical, fluorescence polarization; tRNA 2'-phosphotransferase TPT1 (Candida albicans SC5314); recombinant caTPT1, FP RNA substrate dephosphorylation; inhibition, % at 5 µM; 0.81% of 300,000 active; AID 1962, 2009;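 active = inhibition above the mean of all tested compounds plus 3 SD, set per screening campaign, cut at about 24% in these data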;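 note: plate controls were DMSO alone for no effect and ferristatin control at 100 nM for full effect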
# GSTO1 inh – inhibitors of recombinant GSTO1, primary screen, counter-screen for RBBP9 inhibitor project, biochemical, fluorescence polarization; Glutathione S-transferase omega-1 (Homo sapiens), P78417; activity-based probe fluorescence polarization; inhibition, % at 5.96 µM; 1.1% of 300,000 active;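 active = inhibition above the campaign mean inhibition plus 3 SD, cut at about 35% in these data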;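 note: 0% = GSTO1-1 with DMSO and 100% = wells lacking GSTO1-1 enzyme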
# Target sequence (P78417 whole entry, looked up): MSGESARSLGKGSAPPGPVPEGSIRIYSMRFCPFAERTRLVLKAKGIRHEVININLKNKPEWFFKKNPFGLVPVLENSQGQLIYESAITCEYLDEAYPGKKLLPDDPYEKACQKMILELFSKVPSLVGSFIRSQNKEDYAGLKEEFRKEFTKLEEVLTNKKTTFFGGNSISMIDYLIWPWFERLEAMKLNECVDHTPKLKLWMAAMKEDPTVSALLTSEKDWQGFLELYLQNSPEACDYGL
# GLD-1 RNA inh – GLD-1/TGE RNA complex disruptors, primary screen, biochemical, fluorescence polarization | Female germline-specific tumor suppressor gld-1 (Caenorhabditis elegans), Q17339 | purified GLD-1 + fluorescein TGE RNA | inhibition, % at 5.96 µM | 0.44% of 320,000 active | AID 2280, 2010;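 active = percent inhibition above a per-plate cutoff, the plate mean of test compounds plus 3 SD, cut at about 30% in these data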;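 note: 0% = DMSO wells with GLD-1 and probe and 100% = wells lacking GLD-1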
# PME-1 primary – PME-1 inhibitors via competitive probe labeling, primary screen, biochemical, fluorescence polarization, FP-Rh probe, HTS. Protein phosphatase methylesterase 1 (Homo sapiens), Q9Y570. recombinant PME-1. inhibition, % at 5.9 µM. 0.53% of 320,000 active. AID 2130, 2009;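 active = inhibition above the campaign mean of all compounds plus 3 SD, cut at about 26% in these data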;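 note: competitive labeling of PME-1 active site by serine hydrolase directed probe; 0% = PME-1 with DMSO and 100% = wells lacking PME-1 enzyme; inhibitors block probe labeling so polarization falls and inhibition rises; many of its hits are not listed in these tables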
# Bcl-xL primary – inhibitors of human Bcl-xL, primary screen, biochemical, fluorescence polarization, HTS; inhibition, % at 10.9 µM; Bcl-2-like protein 1 (Homo sapiens), Q07817; 0.7% of 320,000 active; GST-Bcl-xL / FITC-Bim BH3 peptide fluorescence polarization; AID 2129, 2009;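 active = inhibition above the mean of all tested compounds plus 3 SD, cutoff set per campaign, cut at about 30% in these data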;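 note: 0% = DMSO wells and 100% = unlabeled Bim-BH3 peptide competitor; inhibitors lower millipolarization by displacing the labeled peptide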
# MEX-5 binding – MEX-5 zinc finger RNA-binding disruptors – biochemical, C. elegans, fluorescence polarization, MLPCN library, primary screen; 0.38% of 300,000 active; MEX-5/FITC-TCR2 RNA binding; stronger effect = lower value; activity score (negative = inhibition of binding), % at 10 µM; AID 1832, 2009; Zinc finger protein mex-5 (Caenorhabditis elegans), Q9XUB2;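 active = inhibition past about -25% in most replicates, and total fluorescence under double the plate's negative control median, limit read from the data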;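 note: 0% = DMSO and -100% = 5 µM competing unlabeled TCR2 RNA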
# * hit, by the source's call; . = not tested or not shown. This is a subset (hit frequency here may not be typical).
SMILES,PAD4 inh,Fam108B counter,MCL1 BIM primary,TPT1 inh,GSTO1 inh,GLD-1 RNA inh,PME-1 primary,Bcl-xL primary,MEX-5 binding
CC(C)(O)C#Cc1ccccc1C(=O)NC(CC(N)=O)C(=O)O (configuration not stated),-2,0,1,-4,10,0,-1,8,-1.5
O=[N+]([O-])c1ccc(-c2c(-c3ccccc3)ncc3ccc(F)cc23)cc1,3,.,-4,.,.,-1,-3,-3,.
COc1ccc(/C=N/NC(=O)c2ccc(CN3c4cccc5cccc(c45)S3(=O)=O)cc2)cc1,-4,-46,4,-5,-17,4,-52,0,-0.1
O=C(CSc1nnnn1-c1ccc(F)cc1)c1ccc(O)c(O)c1,2,6,3,-1,29,4,6,0,-0.1
COCCSc1nnc(NS(=O)(=O)c2ccc(F)cc2)s1,-7,3,1,0,-1,-9,-2,4,-0.9
CN(C)S(=O)(=O)c1cccc(C(=O)C2=C3SC=C(c4ccccc4)N3CC2)c1,-4,-5,7,22,-2,4,-10,9,-5.4
CC(C)(C)c1ccc(/C=C2/SC(N3CCCC3)=NC2=O)cc1,0,1,3,3,0,8,0,1,1.7
Cc1cccc(C)c1OCC(=O)N(Cc1cccs1)C1CCS(=O)(=O)C1 (configuration not stated),-1,-2,14,-4,-7,-5,4,3,2.4
COc1ccc(/C=N\N2CCN(Cc3ccccc3Cl)CC2)cc1,-1,6,7,-4,1,-4,1,10,0.6
O=C(Nc1nc2c(Cl)cccc2s1)c1ccc(Br)o1,-4,0,-3,2,-33,-4,0,0,-2.1
CN(C)S(=O)(=O)c1ccc(C(=O)Nc2ccc(OCC(=O)N3CCOCC3)cc2)cc1,1,1,-1,1,-5,-8,-1,-3,-0.1
Cc1csc(SCC(=O)Nc2c(C)n(C)n(-c3ccccc3)c2=O)n1,-7,-2,4,-1,0,-1,2,0,0.2
C=CCNc1oc(COc2ccc(C)cc2)nc1C#N,-3,-2,3,3,3,2,0,5,2.8
CS(=O)(=O)N(CC(=O)Nc1cccc([N+](=O)[O-])c1)c1ccccc1F,-4,-2,-3,0,-2,-3,6,3,-1.4
COc1cccc(C(=O)N2CCN(c3ccccn3)CC2)c1,-5,-3,4,0,-9,-3,-2,5,-0.4
CC(C)c1ccc(Nc2ccc(C(=O)O)cc2[N+](=O)[O-])cc1,2,2,-1,-2,4,-4,6,4,-1.9
O=c1c2c(nc3nc(SCc4ccccc4)[nH]n13)CCC2,5,-1,3,0,-12,6,2,6,2.4
O=C(Nc1cc([N+](=O)[O-])ccc1Cl)c1cccnc1,-6,1,-6,-2,5,0,-6,4,-2.8
Cc1ccc(-c2cc(C(=O)NCc3ccccn3)c3ccccc3n2)cc1,0,1,-2,-1,-1,7,2,-5,-1.3
Brc1ccccc1-c1nnc(COc2ncnc3c2cnn3-c2ccccc2)o1,-3,-1,0,2,-2,2,-3,3,-0.9
Cc1cnc(NC(=O)C2CC(=O)N(c3cccc(Cl)c3)C2)s1 (configuration not stated),2,-4,-2,2,-5,1,1,1,-1.0
Cc1c(C(=O)N2CCCCC2)c(S(=O)(=O)NCCc2ccc(S(N)(=O)=O)cc2)c(C)n1C,1,-1,-7,-1,5,10,-2,0,-3.4
O=C(Cn1nc2sc3ccccc3n2c(=O)c1=O)c1ccc(Cl)cc1,5,1,10,-1,11,-1,2,6,1.1
Cc1nn(C)c(C)c1NS(=O)(=O)c1ccccc1Cl,-3,.,0,.,.,7,6,0,.
CSc1nc2cc(C)nn2c(-c2ccc(C(C)(C)C)cc2)c1C#N,1,-2,5,-1,6,2,-1,2,.
O=C(CSCc1cnn(-c2ccccc2)c1-n1cccc1)NCc1cccs1,-2,-5,1,1,0,2,6,7,-2.5
COc1cc(/C=N/NC(=O)CCc2n[nH]c(=O)[nH]c2=O)cc(OC)c1OC,0,3,-3,-8,-8,-1,-6,-1,1.0
O=C1N(c2ccc3c(c2)OCCO3)C(c2ccccc2)C1(F)F (configuration not stated),1,1,2,2,8,1,-3,7,1.2
Cc1ccccc1NC(=O)CNC(=O)c1ccc(C(F)(F)F)cc1,8,2,-4,0,6,7,1,2,-0.7
O=C(CSc1nnc(-c2cc(-c3cccs3)nc3ccccc23)o1)NC1CCCCC1,3,-12,1,-1,6,-3,-2,3,-0.4

# Exported bar-delimited: entries from further up
mol | PAD4 inh | Fam108B counter | MCL1 BIM primary | TPT1 inh | GSTO1 inh | GLD-1 RNA inh | PME-1 primary | Bcl-xL primary | MEX-5 binding
Cc1ccccc1NC(=O)CNC(=O)c1ccc(C(F)(F)F)cc1 | 8 | 2 | -4 | 0 | 6 | 7 | 1 | 2 | -0.7
COc1cc(/C=N/NC(=O)CCc2n[nH]c(=O)[nH]c2=O)cc(OC)c1OC | 0 | 3 | -3 | -8 | -8 | -1 | -6 | -1 | 1.0

# Later entries:
SMILES,PAD4 inh,Fam108B counter,MCL1 BIM primary,TPT1 inh,GSTO1 inh,GLD-1 RNA inh,PME-1 primary,Bcl-xL primary,MEX-5 binding
CCN1/C(=C/c2ccc3cc(C)ccc3[n+]2CC)Sc2ccc3sccc3c21,-91,-27,-22,33*,-108,-90,-25,-14,15
CC1=C(C(=O)Nc2ccc(C)cc2C)C(c2cccs2)NC(=S)N1 (configuration not stated),2,2,12,-3,10,-1,3,5,-0.9
C=CCn1c(=O)/c(=C/c2ccc(Cl)cc2)s/c1=C(/C#N)c1nnc2n1CCCCC2,1,-1,7,-4,1,5,9,3,-0.7
COC(C[C@@H]1O[C@@H]1C(=O)[C@@H](C)OCc1ccccc1)OC,6,-1,7,-3,1,0,-2,3,2.9
O=C(Nc1ccc(Cl)cn1)c1ccc(COc2ccccc2Br)o1,1,-12,1,0,63*,-1,-18,2,0.8
CCOC(=O)C1=c2/c(=C/c3ccncc3)c(N)c(C(=O)OC)n2C(=O)C(c2ccncc2)S1 (configuration not stated),-6,3,-9,-1,-2,-3,3,2,-2.9
Cc1cnc(C(=O)OCC(=O)C23CC4CC(CC(C4)C2)C3)cn1,-4,-2,-10,-1,1,4,3,-1,1.4
CCn1nnc(NC(=O)C(C)(c2ccccc2)c2ccccc2)n1,3,3,4,-1,5,1,0,5,1.2
CCCCCCCNc1nc(Cl)nc(NCCO)n1,3,1,-12,1,-1,8,3,5,-1.3
CC1CC(C)CN(CC(=O)Nc2ccc(S(N)(=O)=O)cc2)C1 (configuration not stated),-6,-7,9,0,8,6,5,2,-0.2
CCc1sc(NC(=O)CCC(=O)O)nc1-c1cc2ccccc2oc1=O,0,-4,1,2,-1,-2,0,5,1.7
Cc1ccc(S(=O)(=O)N2CCOCC2)cc1NC(=O)COC(=O)Cn1c(C)csc1=O,1,1,-14,-4,3,3,-4,-15,0.1
CCOC(=O)c1cnc(SCC(=O)OCC(=O)N(CC)C2CCS(=O)(=O)C2)nc1N (configuration not stated),1,-1,-7,-1,-5,-1,6,-7,-1.5
Cc1c(C(=O)O)sc2nc(-c3cccs3)cc(C(F)(F)F)c12,0,-5,4,3,-9,1,4,8,-1.5
CCc1ccc(-c2csc3ncn(CC(=O)N4CCOCC4)c(=O)c23)cc1,3,-2,5,-2,-2,5,1,0,1.4
Cc1cc(NS(=O)(=O)c2ccc(NC(=O)C(C)N3C(=O)c4ccccc4C3=O)cc2)nc(C)n1 (configuration not stated),3,-2,5,-1,5,5,2,1,-1.9
Cc1ccc(C(=O)N(CC(=O)NC2CCCC2)c2ccc3c(c2)OCCO3)s1,-5,0,6,1,2,-1,5,10,0.1
CCN(CC)S(=O)(=O)c1cccc(NC(=O)COC(=O)C2COc3ccccc3O2)c1 (configuration not stated),0,3,0,-4,-3,5,-3,1,-2.4
O=C(Nc1cnn(Cc2ccc(F)cc2)c1)c1noc2c1CCCC2,3,1,3,-1,3,5,0,4,0.8
S=C1NCN(Cc2cccnc2)CN1c1cccc2ccccc12,-1,0,8,0,3,0,1,3,1.2
COCCCNC(=O)CCn1c(=O)c2ccccc2n(CC(=O)Nc2ccc(C)cc2C)c1=O,-3,1,-4,-4,-8,-9,-5,4,1.8
CCCC1=C(C(=O)OCC)C(c2ccc(O)cc2)n2ncnc2N1 (configuration not stated),0,5,10,1,0,2,0,9,2.1
CC(=O)c1ccc(NC(=O)CCNS(=O)(=O)c2ccccc2F)cc1,-4,4,-2,2,4,2,-5,-8,-0.7
COc1ccc([N+](=O)[O-])cc1NC(=O)C(C)OC(=O)C1CC(=O)N(Cc2ccco2)C1 (configuration not stated),4,-2,1,1,6,5,6,-1,-0.1
Cc1ccc(C)c(N2CCN(C(=O)c3cccn4c(=O)c5sccc5nc34)CC2)c1,-6,-3,0,-3,-7,2,-5,-1,-1.6
O=C(O)CCC(=O)Nc1ccc2c(c1)oc1ccccc12,-1,-9,-4,0,10,-5,0,2,0.0
CC1(Cc2cn(CCC#N)c3ccccc23)OCCO1,3,2,2,-2,-1,-2,-1,4,2.5
COc1ccc(C2=NO[C@@H]3C(=O)N(Cc4ccccc4)C(=O)[C@H]23)cc1OC,-3,4,7,-3,3,3,4,4,-0.5
CCn1cc(/C=C/C(=O)Nc2c(C)nn(Cc3ccccc3C)c2C)cn1,-3,-2,7,1,3,4,-3,0,-2.2
CCOC(=O)C1CCCCN1Cc1ccc(F)c(Br)c1 (configuration not stated),1,-2,-3,0,-8,5,1,0,-0.3
O=C(CSCc1c(Cl)cccc1Cl)Nc1cccnc1,1,1,3,-3,-1,1,7,2,0.3

# Entries of single compounds, looked up by structure. Values in the order: PAD4 inh | Fam108B counter | MCL1 BIM primary | TPT1 inh | GSTO1 inh | GLD-1 RNA inh | PME-1 primary | Bcl-xL primary | MEX-5 binding
# Cc1ccc(C)c(N2CCN(C(=O)c3cccn4c(=O)c5sccc5nc34)CC2)c1 in the list: -6 | -3 | 0 | -3 | -7 | 2 | -5 | -1 | -1.6
# O=C(CSCc1c(Cl)cccc1Cl)Nc1cccnc1 in the list: 1 | 1 | 3 | -3 | -1 | 1 | 7 | 2 | 0.3
# CC(=O)c1ccc(NC(=O)CCNS(=O)(=O)c2ccccc2F)cc1 in the list: -4 | 4 | -2 | 2 | 4 | 2 | -5 | -8 | -0.7
# O=C(Nc1cnn(Cc2ccc(F)cc2)c1)c1noc2c1CCCC2 in the list: 3 | 1 | 3 | -1 | 3 | 5 | 0 | 4 | 0.8

# In a second layout: entries from further up.
mol	PAD4 inh	Fam108B counter	MCL1 BIM primary	TPT1 inh	GSTO1 inh	GLD-1 RNA inh	PME-1 primary	Bcl-xL primary	MEX-5 binding
O=C(O)CCC(=O)Nc1ccc2c(c1)oc1ccccc12	-1	-9	-4	0	10	-5	0	2	0.0
CC1(Cc2cn(CCC#N)c3ccccc23)OCCO1	3	2	2	-2	-1	-2	-1	4	2.5
